# Screening results as filed in PubChem BioAssay.
# FH mod: Identification of activators of human fumarate hydratase by quantitative high-throughput screening. Fumarate hydratase, mitochondrial (Homo sapiens), P07954. FH coupled MDH/diaphorase resazurin fluorescence, 15 min. Potency, µM (series often up to 79.9 µM), inactives show at the top dose activity change, negative = inhibition, actives largely listed as inhibitors. 0.22% of 54,000 active. AID 1347055, 2019; also: potency is read from the fitted curve at half-maximal effect; % is scaled to controls: 0 for no effect and ±100 for the full control effect; the screen sought activators but most active calls are inhibition curves; nearly all actives have a fitted effect of over 45% in size
# GALK inh: qHTS Assay for Inhibitors of Human Galactokinase (GALK): NCGC Sytravon Library Screen. P51570. recombinant GALK, Kinase-Glo ATP luminescence, 1 h. Potency, µM (highest dose often 57.5 µM), without a hit: at the top dose activity, negative = inhibition, hits mostly inhibitors. 44,000 tested, under 10 active;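 also: plate controls were full GALK reaction for no effect and reaction lacking GALK for full effect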
# Target sequence (P51570 whole entry, looked up): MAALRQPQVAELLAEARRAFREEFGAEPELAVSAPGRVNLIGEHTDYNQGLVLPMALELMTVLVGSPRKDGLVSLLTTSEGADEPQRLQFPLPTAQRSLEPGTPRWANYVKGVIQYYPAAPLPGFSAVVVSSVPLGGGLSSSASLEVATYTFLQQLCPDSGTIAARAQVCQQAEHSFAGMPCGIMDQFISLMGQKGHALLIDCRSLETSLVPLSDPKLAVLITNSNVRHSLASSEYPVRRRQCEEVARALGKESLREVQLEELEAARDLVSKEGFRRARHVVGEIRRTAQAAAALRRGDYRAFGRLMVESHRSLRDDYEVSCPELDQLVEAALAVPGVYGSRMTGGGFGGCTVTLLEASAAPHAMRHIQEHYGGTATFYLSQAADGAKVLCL
#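 Luminescent ATP-depletion readout (Kinase-Glo Plus) after 1 h room-temperature incubation of human GALK (5 nM) with galactose 100 µM and ATP 35 µM, pH 8.0 HEPES/Mg2+ buffer; compounds tested in qHTS format.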
# p53null 32C kill: qHTS Screen for Compounds that Selectively Target Cancer Cells with p53 Mutations: Cytotoxicity of p53 Null Cells at the Permissive Temperature. 0.62% of 55,000 active. H1299-neo p53 null cells, ATP luminescence, 24 h, 32C. Potency, µM (top dose mostly 46.1 µM), inactives show at the top dose activity change, negative = cytotoxicity, most hits filed as cytotoxic;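 also: potency is read from the fitted curve at half-maximal effect; 0% = DMSO only and -100% = full killing by 100 µM tamoxifen; nearly all actives have a fitted effect of over 55% in size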
#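 AC50 values derive from Hill modelling of qHTS concentration-response data (up to 46 uM) in H1299-neo cells. Cells were treated 24 h at 32C following overnight attachment at 37C; viability was read as cellular ATP.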
# p53null 39C tox: qHTS Screen for Compounds that Selectively Target Cancer Cells with p53 Mutations: Cytotoxicity of p53 Null Cells at the Nonpermissive Temperature | H1299 p53-null (neo) cells, 39C, ATPlite viability, 24 h | Potency, µM (series often up to 46.1 µM), inactives show at the highest dose activity, negative = cell killing, actives largely listed as cytotoxic | 0.97% of 55,000 active | AID 904, 2007;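 also: potency is read from the fitted curve at half-maximal effect; 0% = DMSO only and -100% = full killing by 100 µM tamoxifen; nearly all actives have a fitted effect of over 50% in size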
#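 H1299 lung cancer cells, p53-null (H1299-neo) or expressing p53 A138V (H1299-p53A138V), were plated overnight at 37C, then exposed to compounds at up to 46 uM for 24 hr at 39C. Viability was read by ATP-based luminescence.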
# NTMT1 inh: Primary qHTS for Inhibitors of N-terminal methyltransferase 1 (NTMT1): MTaseGlo Assay; Potency, µM (top dose mostly 114 µM), inactives show at the top dose activity change, negative = inhibition, usual class: inhibitors; NTMT1 MTase-Glo SAH luminescence, purified enzyme; AID 1645870, 2021; N-terminal Xaa-Pro-Lys N-methyltransferase 1 (Homo sapiens), Q9BV86; 2.5% of 59,000 active;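 also: potency is read from the fitted curve at half-maximal effect; plate controls were DMSO vehicle for no effect and no enzyme for full effect; nearly all actives have a fitted effect of over 65% in size; many of its hits are not listed in these tables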
# Target sequence (Q9BV86 whole entry, looked up): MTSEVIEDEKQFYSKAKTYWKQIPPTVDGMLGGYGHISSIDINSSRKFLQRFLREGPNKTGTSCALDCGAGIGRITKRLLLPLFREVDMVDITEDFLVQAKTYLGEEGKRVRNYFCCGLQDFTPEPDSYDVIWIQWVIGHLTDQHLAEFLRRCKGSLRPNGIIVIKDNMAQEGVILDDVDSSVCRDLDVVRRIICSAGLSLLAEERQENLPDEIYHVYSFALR
# TSG101-PTAP inh: qHTS Validation Assay for Inhibitors of HIV-1 Budding by Blocking the Interaction of PTAP/TSG101: Sytravon Library Screen; Tumor susceptibility gene 101 protein (Homo sapiens), Q99816; Fluorescence polarization, FITC-PTAP peptide/Tsg101, 20 min; Potency, µM (top dose mostly 115 µM), without a hit: at the top dose activity change, negative = inhibition, usual class: inhibitors; 44,000 tested, under 10 active; AID 1347069, 2019; also: potency is read from the fitted curve at half-maximal effect; 0% is about no effect
#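 Compounds pinned into 10 uM Tsg101 binding domain, then 50 nM FITC-PTAP peptide added in pH 7.5 HEPES buffer; FP read after 20 min, room temperature. Total S+P intensity flags fluorescent compounds; active cut-off <25 µM, efficacy <60%.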
# B2AR arrestin ag: qHTS assay of beta-arrestin-biased ligands of beta2-adrenergic receptor: NCGC Sytravon Library Screen | 44,000 tested, under 10 active | HTLA Tango cells, beta-arrestin recruitment, luciferase luminescence, 18 h | Potency, µM (titrated, usually from 46.1 µM), for inactives: at the top dose activation, most hits filed as activators;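 also: potency is read from the fitted curve at half-maximal effect; 0% = DMSO and full agonism = EC100 isoproterenol or metaproterenol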
# Target sequence (P07550 whole entry, looked up): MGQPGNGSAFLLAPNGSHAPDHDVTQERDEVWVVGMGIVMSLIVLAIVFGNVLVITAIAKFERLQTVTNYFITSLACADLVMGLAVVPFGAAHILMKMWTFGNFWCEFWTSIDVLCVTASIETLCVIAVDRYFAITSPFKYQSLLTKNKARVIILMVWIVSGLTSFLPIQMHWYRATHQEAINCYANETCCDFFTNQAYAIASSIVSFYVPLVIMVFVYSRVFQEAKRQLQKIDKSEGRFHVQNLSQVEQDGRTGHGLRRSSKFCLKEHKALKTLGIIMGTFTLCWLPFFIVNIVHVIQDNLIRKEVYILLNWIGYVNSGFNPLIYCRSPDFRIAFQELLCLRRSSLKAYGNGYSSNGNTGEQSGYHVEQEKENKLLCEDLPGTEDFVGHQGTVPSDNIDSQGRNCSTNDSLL
#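 Tango cells (recombinant beta2-AR, beta-arrestin, tTA-driven luciferase), 1500/well in DMEM 1% FBS, treated 18 h at 37 °C with compounds up to 46 µM; luciferin mix added, luminescence read after 15 min; %activity curves fitted and curve-classed.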
# Starred values were filed as active, the others as inactive; ? = inconclusive; . = no result given; [ ] = remark or other dose. Calls follow the shape of the dose curve; as a rule, active = well fitted curve in the direction sought with a large enough effect; inconclusive = small, poorly fitted or top-dose-only effect, or another doubt; inactive = no such curve, though single readings can be large; an effect the other way counts as inactive or inconclusive. A portion of the library. The share of hits here may be higher or lower than overall.
1. Cc1ccc(Cn2nnc(C(=O)Nc3ccc(F)c(F)c3)c2N)cc1
2. COc1ccc(-c2cc(C(F)(F)F)n3nc(C(=O)Nc4cc(C)ccc4C)cc3n2)cc1
3. CCOC(=O)c1c(-c2ccc(OC)cc2)oc2ccc(OCc3ccc(C(=O)OC)cc3)cc12
4. CCOc1ccc(NC(=O)CCC(=O)N2CCSc3ccccc32)cc1
5. CCc1ccc(OC(C)C(=O)N2CCC(c3nc4ccccc4o3)CC2)cc1 (stereo not drawn)
6. CCCCNC(=O)CCCn1c(=O)c2ccccc2n(CC(=O)Nc2ccccc2OCC)c1=O
7. Cc1ccc(-n2ncc(C(=O)NCCCN3CCN(c4cccc(Cl)c4)CC3)c2-n2cccc2)cc1
8. COc1cccc(-c2cc(C(F)(F)F)n3ncc(C(=O)OC(C)C)c3n2)c1
screen / no.	1	2	3	4	5	6	7	8
FH mod	-1%	-5%	-1%	-19%	-4%	4%	.	1%
GALK inh	-1%	-1%	0%	?	?	0%	0%	2%
p53null 32C kill	6%	.	-6%	4%	-4%	7%	17%	-1%
p53null 39C tox	7%	.	42%[activator]	-14%	3%	-7%	33%[activator]	-4%
NTMT1 inh	-9%	5%	5%	-20%	3%	-1%	.	?
TSG101-PTAP inh	1%	-2%	2%	-12%	-4%	6%	-1%	1%
B2AR arrestin ag	1%	0%	-2%	-1%	-3%	-2%	0%	1%

9. CC1CN(C(=O)CCC(=O)Nc2cc(F)ccc2F)c2ccccc2S1 (stereo not drawn)
10. Cc1ccc(NC(=O)c2nc(S(C)(=O)=O)ncc2N(Cc2ccco2)Cc2cccs2)c(C)c1
11. Cc1nc2c(-c3ccccc3)c(C)nn2c(C)c1CCC(=O)NCCc1ccccc1
12. CCc1ccc(NCc2cc3cc4c(cc3n(CC(=O)Nc3ccc(OC)cc3)c2=O)OCO4)cc1
13. COc1cccc(CNCCSc2nnnn2C)c1OCc1ccccc1Cl
14. O=C(NCCn1cc(SCc2ccccc2Cl)c2ccccc21)c1cccs1
15. COc1ccc(-c2noc(N(c3cccc(Cl)c3)c3nc(-c4ccc(OC)c(OC)c4)no3)n2)cc1OC
16. CC1CCCN(S(=O)(=O)c2ccc3[nH]c(=O)cc(C(=O)NCCc4ccc(Cl)cc4)c3c2)C1 (stereo not drawn)
screen / no.	9	10	11	12	13	14	15	16
FH mod	-3%	-14%	-16%	-8%	-17%	-17%	-4%	-11%
GALK inh	0%	1%	1%	?	8%	2%	6%	-1%
p53null 32C kill	7%	6%	0%	4%	8%	.	-14%	-10%
p53null 39C tox	-11%	19%	-19%	-4%	-23%	.	-9%	0%
NTMT1 inh	7%	-17%	-18%	3%	?	-1%	14%	?
TSG101-PTAP inh	-5%	-1%	-3%	1%	-1%	0%	2%	-7%
B2AR arrestin ag	0%	-4%	1%	-1%	1%	0%	-2%	-1%

17. CCCn1c(SCc2nc(-c3ccc(OC)c(OC)c3)no2)nnc1-c1ccccc1
18. CCC(Oc1ccccc1)C(=O)Nc1ccccc1OCc1cc(=O)n2ccccc2n1 (stereo not drawn)
19. COc1ccc(C(=O)n2nc(-c3ccc(Cl)cc3)nc2NCc2ccco2)cc1
20. COC(=O)c1c(NC(=O)COc2ccc(Cl)cc2C)sc2c1CCCCC2
21. O=C(Nc1c(C(=O)c2ccc(F)cc2)oc2ccccc12)c1cc(-c2ccccc2)on1
22. CCOc1ccccc1NC(=O)c1c(NCc2sccc2C)sc2c1CCCCC2
23. O=C(NCCS(=O)(=O)N1CCN(c2cccc(Cl)c2)CC1)C(c1ccccc1)c1ccccc1
24. Cc1cccc(NC(=O)Cc2csc(COc3cccc(C)c3)n2)c1
screen / no.	17	18	19	20	21	22	23	24
FH mod	-16%	-1%	-14%	5%	-5%	-27%	-5%	-3%
GALK inh	8%	2%	3%	0%	-5%	1%	0%	-5%
p53null 32C kill	-10%	3%	8%	-2%	1%	20%	4%	-5%
p53null 39C tox	6%	-2%	-1%	-2%	1%	-5%	-5%	-8%
NTMT1 inh	?	3%	5%	11%	5%	-3%	-11%	-3%
TSG101-PTAP inh	-4%	-1%	1%	-2%	0%	-3%	0%	2%
B2AR arrestin ag	1%	0%	-1%	0%	-4%	2%	1%	-4%

25. O=C(Nc1ccc2oc(-c3cccnc3)nc2c1)c1cccc(Br)c1
26. CCc1ccccc1NC(=O)c1sc2nc3n(c(=O)c2c1C)CCC3
27. Cc1ccc(CNC(=O)Cn2cc(C(=O)c3ccc(F)cc3)c(=O)c3ccc(C)nc32)cc1
28. CCCOc1ccc(-c2nc(N3CCC(C)CC3)c3ccccc3n2)cc1
29. CCn1ccc2cc(S(=O)(=O)N3CCCN(C(=O)Nc4ccc(C)cc4)CC3)ccc21
30. O=C(CN1C(=O)CCc2cc(S(=O)(=O)N3CCOCC3)ccc21)Nc1cccc(Cl)c1
31. CCN1CCN(CCCNC(=O)Cn2nc(C)n3c(cc4cc(C)ccc43)c2=O)CC1
32. CCc1ccc(N2CCn3c2nc2c3c(=O)n(C/C=C/c3ccccc3)c(=O)n2C)cc1
screen / no.	25	26	27	28	29	30	31	32
FH mod	4%	-11%	6%	.	-10%	-2%	-4%	5%
GALK inh	0%	-10%	-2%	0%	-5%	0%	6%	0%
p53null 32C kill	1%	25%	1%	3%	-2%	-3%	5%	-2%
p53null 39C tox	8%	8%	-6%	5%	-14%	1%	-18%	-9%
NTMT1 inh	-4%	-14%	0%	.	-3%	-7%	-14%	2%
TSG101-PTAP inh	-2%	-2%	5%	1%	1%	-4%	-5%	-6%
B2AR arrestin ag	1%	0%	1%	0%	0%	0%	-1%	0%

33. COC(=O)C1=C(C)NC(=O)C1(NC(=O)c1cc(OC)c(OC)c(OC)c1)C(F)(F)F (stereo not drawn)
34. O=C(Cn1cnc2onc(-c3ccc(F)cc3)c2c1=O)N1CCN(c2ccccc2F)CC1
35. Cc1ccc(NC(=O)Cc2coc3c(C)c(C)ccc23)c(C)c1
36. COc1cccc(NC(=O)c2ccc(-c3nc(COc4ccc(C)cc4)c(C)o3)cc2)c1
37. O=C1N(Cc2ccccc2)c2ccc(Cl)cc2C1(O)c1c[nH]c2ccccc12 (stereo not drawn)
38. CCOc1ccc(-n2cc(-c3ccccc3)c3c(N4CCN(c5ccccc5OC)CC4)ncnc32)cc1
39. Cc1ccc(C2CCN(C(=O)c3cnn(-c4cccc(Cl)c4)c3C3CCN(C(=O)OC(C)(C)C)CC3)C2)cc1 (stereo not drawn)
40. COC(=O)CSc1nc2sc3c(c2c(=O)n1-c1ccccc1C)CC(C)(C)OC3
screen / no.	33	34	35	36	37	38	39	40
FH mod	4%	-9%	4%	-5%	?	2%	?	-16%
GALK inh	-2%	0%	2%	3%	1%	-2%	1%	3%
p53null 32C kill	8%	6%	-5%	-8%	?	-3%	47%[activator]	4%
p53null 39C tox	-12%	-6%	7%	3%	?	-3%	15%	12%
NTMT1 inh	19%	-6%	10%	2%	-7%	-3%	-6%	?
TSG101-PTAP inh	-5%	1%	0%	2%	-3%	0%	-4%	2%
B2AR arrestin ag	0%	0%	0%	0%	0%	-1%	0%	0%

41. COc1ccc(CCNC(=O)Cn2c(-c3ccc(F)cc3)cc(C(C)=O)c2C)cc1OC
42. Cc1ccc(OCC(=O)N(Cc2ccc(Cl)cc2)CC2CCCO2)cc1C (stereo not drawn)
43. CC(CNC(=O)c1ccc2nc(Cc3ccccc3)oc2c1)c1ccccc1 (stereo not drawn)
44. CCCCn1cc(S(=O)(=O)c2ccc(C)cc2)c(=O)c2cc(F)c(N3CCCCC3)cc21
45. COc1ccc(CCNc2nc(SCc3ccc(Cl)cc3)nc3ccccc23)cc1OC
46. COc1ccc(NC(=O)c2cc(=O)c3cc(C)cc(C)c3o2)cc1
47. Cc1ccc(NC(=O)CSCc2cc(=O)c3ccccc3[nH]2)c(C)c1
48. CCCCc1ccc(NC(=O)c2ccc3c(c2)CCN3S(=O)(=O)CC)cc1
49. O=C(Cc1ccc(F)cc1)NCCc1csc2nc(-c3ccc(Cl)cc3)nn12
50. COc1ccc(Cl)cc1NC(=O)CCn1nc(C)cc1C
51. COc1ccc(Nc2ncnc3c2cnn3-c2ccc(C)cc2C)cc1
screen / no.	41	42	43	44	45	46	47	48	49	50	51
FH mod	-3%	?	?	-3%	-19%	?	-10%	2%	0%	-9%	-13%
GALK inh	0%	5%	2%	3%	-1%	-1%	1%	2%	1%	0%	2%
p53null 32C kill	12%	19%	-2%	-4%	0%	16%	-9%	-3%	-10%	8%	-1%
p53null 39C tox	10%	-4%	5%	-5%	9%	?	-10%	0%	-6%	-4%	7%
NTMT1 inh	-4%	2%	?	9%	31%[activator]	-3%	2%	-17%	-4%	1%	-13%
TSG101-PTAP inh	2%	-1%	3%	-4%	0%	9%	0%	5%	3%	1%	0%
B2AR arrestin ag	1%	-4%	0%	1%	-4%	-1%	-1%	-2%	1%	0%	-2%

# Part of the list above, with values under each structure:
# The line under a structure holds: FH mod	GALK inh	p53null 32C kill	p53null 39C tox	NTMT1 inh	TSG101-PTAP inh	B2AR arrestin ag
41. COc1ccc(CCNC(=O)Cn2c(-c3ccc(F)cc3)cc(C(C)=O)c2C)cc1OC
    -3%	0%	12%	10%	-4%	2%	1%
42. Cc1ccc(OCC(=O)N(Cc2ccc(Cl)cc2)CC2CCCO2)cc1C (stereo not drawn)
    ?	5%	19%	-4%	2%	-1%	-4%

# 4 entries drawn at random from the list so far:
49. O=C(Cc1ccc(F)cc1)NCCc1csc2nc(-c3ccc(Cl)cc3)nn12
42. Cc1ccc(OCC(=O)N(Cc2ccc(Cl)cc2)CC2CCCO2)cc1C (stereo not drawn)
46. COc1ccc(NC(=O)c2cc(=O)c3cc(C)cc(C)c3o2)cc1
41. COc1ccc(CCNC(=O)Cn2c(-c3ccc(F)cc3)cc(C(C)=O)c2C)cc1OC
screen / no.	49	42	46	41
FH mod	0%	?	?	-3%
GALK inh	1%	5%	-1%	0%
p53null 32C kill	-10%	19%	16%	12%
p53null 39C tox	-6%	-4%	?	10%
NTMT1 inh	-4%	2%	-3%	-4%
TSG101-PTAP inh	3%	-1%	9%	2%
B2AR arrestin ag	1%	-4%	-1%	1%
